NPYLR7 agonist: mosquito NPYLR7 agonism. HEK293T NPYLR7/Galpha15, GCaMP6s calcium fluorescence. hit rate 0.15% among 270,000. activation, % at 10 µM; in the data active means activation above about 40%;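 further: 0% = vehicle and 100% = reference agonist at the receptor; some compounds past the cut are filed as inactive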
mcGAS inh: blocks mouse cGAS activity; recombinant cGAS, Kinase-Glo ATP depletion luminescence; inhibition, % at 12.5 µM; hit rate 0.15% among 160,000; AID 1259399;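 further: 0% = negative control wells and 100% = reference inhibitor with no enzyme activity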
hcGAS lum: blocks human cGAS activity; inhibition, % at 12.5 µM; Q8N884; recombinant h-cGAS, ATP depletion, Kinase-Glo luminescence; hit rate 0.081% among 290,000;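 further: 0% = vehicle reaction and 100% = reaction without DNA for no activity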
Target sequence (Q8N884 whole entry, looked up): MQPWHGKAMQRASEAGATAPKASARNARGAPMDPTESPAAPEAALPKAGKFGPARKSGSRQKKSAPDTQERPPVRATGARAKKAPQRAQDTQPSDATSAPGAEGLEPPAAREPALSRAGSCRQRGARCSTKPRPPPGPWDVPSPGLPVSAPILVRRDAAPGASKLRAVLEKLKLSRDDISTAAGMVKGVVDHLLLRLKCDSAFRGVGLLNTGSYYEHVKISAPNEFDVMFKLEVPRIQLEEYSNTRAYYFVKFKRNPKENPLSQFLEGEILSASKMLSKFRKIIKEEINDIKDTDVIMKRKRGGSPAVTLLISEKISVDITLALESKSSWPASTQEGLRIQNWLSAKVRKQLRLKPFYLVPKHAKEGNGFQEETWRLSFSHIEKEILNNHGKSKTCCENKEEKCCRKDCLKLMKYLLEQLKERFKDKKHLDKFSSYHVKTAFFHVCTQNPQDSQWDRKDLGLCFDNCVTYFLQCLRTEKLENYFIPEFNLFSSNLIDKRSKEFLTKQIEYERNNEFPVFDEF
* hit, by the source's call; x = not tested or not shown. Unless noted, no stated cut-off is given here; in the data, active means inhibition above about 40%; inactive means the rest.

[1] Cc1cc(C)n(CC(=O)N(CCN2CCCCC2)CC2CCCN(C3CCCC3)C2)n1 (stereo not given)
[2] CCNC(=O)C(C)NC1CCN(C(=O)OCC)CC1 (stereo not given)
[3] Cc1ccc(C)c(CN(CCN2CCOCC2)Cc2nc(C(=O)NC3CC3)co2)c1
[4] CN1C[C@@H]2CN(CCC#N)C(=O)CCN(C(=O)c3ccno3)[C@H]2c2ccccc21
[5] Cc1cc(C)c2oc(=O)n(C3CCN(C(=O)c4ccco4)CC3)c2c1
[6] CCN(Cc1cc(Br)ccc1O)C(=O)C1(c2ccc(F)cc2)CCOCC1
[7] Cc1c(C(=O)NCC(C)C)cc(-c2ccccc2)n1-c1ccccc1Cl
[8] Cc1cc(CNc2nc3ccccc3nc2N2CC(C)OC(C)C2)no1 (stereo not given)

assay / compound,1,2,3,4,5,6,7,8
mcGAS inh,x,-14.5,-4.9,-2.7,0.4,x,-3.9,-9.5
hcGAS lum,-6.7,-5.6,-2.9,1.5,0.8,-6.9,-8.9,-5.5
NPYLR7 agonist,2.1,x,17.6,28.9,-5.1,8.2,27.4,-2.0

[9] CCN1CCN(C(c2cccc(Cl)c2)C2Sc3nc(-c4ccco4)nn3C2=O)CC1 (stereo not given)
[10] O=C(Nc1cc(F)ccc1F)N1CCc2ccccc2C1c1ccccc1Cl (stereo not given)
[11] Cc1nn(C)cc1CN1CCCC(CNC(=O)c2cc3ccccc3[nH]2)C1 (stereo not given)
[12] CC(C)(O)C#Cc1ccc(C(=O)N2CCN(C(=O)c3ccco3)CC2)o1
[13] O=C(CCc1ccccc1)N1CC(c2cccnc2)C1
[14] Clc1ccc(C(OCCCN2CCN(Cc3cccnc3)CC2)c2ccc(Cl)cc2)cc1
[15] COc1cccc(NC(=O)C2(C)CCN2CC(C)C)c1OC (stereo not given)
[16] O=C1NCC(CN2CCOc3c(O)cc(-c4csc5ccccc45)cc3C2)O1 (stereo not given)

assay / compound,9,10,11,12,13,14,15,16
mcGAS inh,-6.3,-6.8,x,x,x,-7.1,-7.7,-10.1
hcGAS lum,-9.1,-5.2,-9.1,-17.0,-5.7,-3.0,-15.6,-7.1
NPYLR7 agonist,-5.9,22.4,5.2,-2.7,2.6,17.4,1.4,x

[17] CSc1nc(C(=O)N2CCCCC2c2nc3ccc(F)cc3[nH]2)cs1 (stereo not given)
[18] Cc1cc([N+](=O)[O-])cc(S(=O)(=O)N(Cc2ccc(F)cc2)C2CC2)c1C
[19] COC(=O)CCC(=O)N1CCC(n2c(=O)oc3cc(C)ccc32)CC1
[20] Cc1ccn2c(=O)cc(CS(=O)(=O)CCC(=O)Nc3cc(C)on3)nc2c1
[21] C#CCn1c(=NC(=O)c2cc(C)no2)sc2cc(SC)ccc21
[22] CCC(C(=O)N(CC(=O)Nc1cc(-c2ccccc2)nn1-c1ccc(F)cc1)C(C)C)c1ccccc1 (stereo not given)
[23] CC(C)NC(=O)NCc1ccc(C(=O)N(C)Cc2cccs2)cc1
[24] COCC(=O)NC1CCN(c2ccccc2C(=O)N2CCOCC2)CC1

assay / compound,17,18,19,20,21,22,23,24
mcGAS inh,-11.5,x,-4.6,x,-9.4,2.9,x,-6.1
hcGAS lum,-4.7,-3.2,-4.8,-3.9,-4.5,7.1,-10.0,-5.7
NPYLR7 agonist,28.8,8.6,4.1,-2.9,11.4,x,15.5,23.3

[25] Cc1nc(=S)c(C#N)c(-c2ccccc2)[nH]1
[26] CCCN(Cc1nccn1C)C(=O)C12CNCC1CNC2 (stereo not given)
[27] CCCC(CCC)C(=O)NCCn1ncc2c(NCCOC)nc(SC)nc21
[28] Cc1c(C(=O)NCCC#N)sc(=O)n1Cc1ccccc1
[29] CSc1nc(C(N)=O)c(N)n1C
[30] O=C(COC(=O)c1cc(Cl)c[nH]1)Nc1ccccc1S(=O)(=O)C(F)F
[31] COc1cc(C=NN=c2sc3ccccc3n2C)cc(OC)c1O
[32] COc1cc(-c2c(C#N)c(N)nc3c2c(C)nn3-c2ccc(C)cc2)cc(OC)c1OC

assay / compound,25,26,27,28,29,30,31,32
mcGAS inh,x,x,-8.4,x,x,x,x,x
hcGAS lum,4.6,-6.8,-4.8,-8.9,-8.0,-3.5,-4.1,-3.8
NPYLR7 agonist,9.9,16.6,x,5.8,3.7,4.8,2.5,6.2

[33] O=C(NCC1CCCO1)c1cc(N2CCN(c3cccc(C(F)(F)F)c3)CC2)nc2ccccc12 (stereo not given)
[34] CCCCC(=O)Nc1c(C)nc2cc(C)ccn2c1=O
[35] COC(C(=O)N1CCC(n2nc(C(C)C)cc2C(C)C)CC1)c1ccccc1 (stereo not given)
[36] NC(=O)c1ccc(CN2CCc3ccccc32)cc1
[37] COCCNc1oc2c(c1-c1cccc(OC)c1)c(=O)oc1ccccc12
[38] Cc1cc(C)cc(OCC(=O)N2N=C(c3ccccc3)CC2(O)C(F)(F)F)c1 (stereo not given)
[39] COc1ccc(-n2ncc(C(=O)N3CCN(C(C)=O)CC3)c2C)cc1
[40] COC(=O)Oc1cc2oc(=O)sc2cc1Br

assay / compound,33,34,35,36,37,38,39,40
mcGAS inh,-5.6,x,3.1,x,-6.2,-6.0,-0.2,x
hcGAS lum,5.1,-10.9,3.7,-8.5,-1.5,-20.5,2.8,-2.2
NPYLR7 agonist,21.6,3.8,2.8,-1.4,-8.4,0.2,11.0,4.3

Single entries from above:
Entry for CCCCC(=O)Nc1c(C)nc2cc(C)ccn2c1=O under NPYLR7 agonist: 3.8
Entry for Cc1cc(C)cc(OCC(=O)N2N=C(c3ccccc3)CC2(O)C(F)(F)F)c1 (stereo not given) under hcGAS lum: -20.5
Entry for O=C(NCC1CCCO1)c1cc(N2CCN(c3cccc(C(F)(F)F)c3)CC2)nc2ccccc12 (stereo not given) under hcGAS lum: 5.1
Entry for COc1ccc(-n2ncc(C(=O)N3CCN(C(C)=O)CC3)c2C)cc1 under mcGAS inh: -0.2
Entry for COC(C(=O)N1CCC(n2nc(C(C)C)cc2C(C)C)CC1)c1ccccc1 (stereo not given) under NPYLR7 agonist: 2.8

Later entries.
[41] Nc1ccc(-c2ccc(C(=O)N3CCC(CN4CCCC4=O)CC3)cn2)cn1
[42] O=C(NC(C(=O)N/N=C\c1ccc2c(c1)OCO2)c1n[nH]c(=O)c2ccccc12)c1ccccc1 (stereo not given)
[43] CCc1nc2ccc(C(=O)NCc3ccccc3OC)cn2c1N(CC)CCN(C)C
[44] O=C(NC(c1ccc(F)cc1)c1cnccn1)C1CCN(C/C=C/c2ccccc2)CC1 (stereo not given)
[45] CC(=O)Nc1cccc(NC(=O)CN(C)CCN2CCCC2=O)c1
[46] O=C(NC1CC1)C1CCN(C2CCN(C(=O)C3COc4ccccc4C3)CC2)CC1 (stereo not given)
[47] CCOC(=O)c1ccc(N2C(=O)c3cccc4c([N+](=O)[O-])ccc(c34)C2=O)cc1
[48] CCc1ccc(CN(C)C(=O)NCCC2CCCC2)cc1

assay / compound,41,42,43,44,45,46,47,48
mcGAS inh,-11.8,-4.6,-2.6,-3.1,-12.5,-3.2,-3.5,-1.9
hcGAS lum,-3.7,-0.1,-5.3,-6.4,-6.3,-2.6,-8.1,2.1
NPYLR7 agonist,2.9,-14.4,-5.6,16.7,7.8,0.1,0.4,-3.0

[49] CS(=O)(=O)c1ccc(C(NC(=O)c2cccnc2Oc2ccccc2)c2ccc3c(c2)CCO3)cc1 (stereo not given)
[50] CC(C)(C)c1oc(C(N)=O)cc1CN1C[C@H]2CC[C@@H]1CN(S(C)(=O)=O)C2
[51] CCNc1ncc(C(=O)N2CCC3(CCC(=O)N(CC4CCCO4)C3)CC2)cn1 (stereo not given)
[52] CCC(=O)N1CCCc2cc(NS(=O)(=O)CC)ccc21
[53] COc1ccc(OC)c(C=CC(=O)Nc2ccc3c(c2)OCO3)c1
[54] CCCn1cnnc1CNC1CCCC1
[55] CC1CCc2nc(NC(=O)CN3CCC4(CC3)COC(=O)O4)sc2C1 (stereo not given)
[56] O=C(OCc1nc(C(=O)NCCc2cccc(F)c2)cs1)c1ccccc1

assay / compound,49,50,51,52,53,54,55,56
mcGAS inh,-6.2,-4.6,-4.6,-8.2,-5.1,x,-6.6,1.1
hcGAS lum,-5.3,-6.8,-15.8,-7.4,-3.7,-8.4,-10.4,2.8
NPYLR7 agonist,11.9,x,x,4.4,-5.7,7.6,x,-8.5

[57] COC(=O)CN1CCN(CC(=O)Nc2ccc([N+](=O)[O-])cc2)CC1
[58] COc1ccc(C(O)CNC(=O)c2cnccn2)cc1 (stereo not given)
[59] CC(CC(=O)Nc1c(-c2ccc(C(F)(F)F)cc2)nc2ccccn12)CC(C)(C)C (stereo not given)
[60] Brc1ccc(Nc2ncnc3nc[nH]c23)cc1
[61] CC1(C(=O)NS(=O)(=O)c2ccc(Cl)s2)CCN1C(=O)C/C=C/c1ccccc1 (stereo not given)
[62] CCOC(=O)C1CCCCN1CC(=O)N1N=C(c2ccccc2F)CC1c1ccc(Cl)cc1 (stereo not given)
[63] CCC(Oc1ccc2c(c1)CCCC2)C(=O)NCCc1cn[nH]c1 (stereo not given)
[64] CCn1cc(C(CC(=O)NCCc2ccccc2)c2cccc(C)c2)c2ccccc21 (stereo not given)

assay / compound,57,58,59,60,61,62,63,64
mcGAS inh,-8.0,-4.8,-7.9,x,x,-5.2,-11.9,-10.8
hcGAS lum,-8.4,4.0,-8.4,0.6,-6.4,-7.3,-3.6,-8.3
NPYLR7 agonist,15.6,1.6,-0.4,6.0,-1.6,16.6,4.3,x

Pulled by structure from above (2):
[59] CC(CC(=O)Nc1c(-c2ccc(C(F)(F)F)cc2)nc2ccccn12)CC(C)(C)C (stereo not given)
[64] CCn1cc(C(CC(=O)NCCc2ccccc2)c2cccc(C)c2)c2ccccc21 (stereo not given)

assay / compound,59,64
mcGAS inh,-7.9,-10.8
hcGAS lum,-8.4,-8.3
NPYLR7 agonist,-0.4,x

(more compounds)
[65] COc1ccc(-c2nnc(SCc3cc(F)cc(F)c3)n2-c2ccccc2)cc1
[66] C#CCn1c(O)c(N=NC(=O)CNC(=O)COc2ccccc2)c2ccccc21
[67] CN(C)c1cccc(Nc2nccc3c2cc(-c2ccsc2)n3C)c1
[68] CCCOc1cc(CC#N)c(OCCC)cc1CC#N
[69] CC(Cc1cnccn1)NS(=O)(=O)NCc1ccccc1 (stereo not given)
[70] O=C(Nc1ccc2c(c1)OCO2)C1CCN(C(=O)c2cc3c(s2)CCCCCC3)CC1
[71] Cn1c(=O)[nH]c(=O)c2c1nc1n2CCCN1Cc1ccccc1
[72] CCOC(=O)c1cnc(-c2ccc(C(F)(F)F)cc2)nc1NCc1sccc1C

assay / compound,65,66,67,68,69,70,71,72
mcGAS inh,-4.9,x,-3.6,x,x,-7.5,-8.1,1.3
hcGAS lum,-3.0,2.9,-1.0,-6.6,0.4,-6.0,-6.5,-1.0
NPYLR7 agonist,15.9,-7.7,-4.6,-1.2,1.2,6.7,7.8,7.4

[73] O=C(COCC(F)(F)C(F)F)N1CCCC(Nc2ccc(F)cc2)C1 (stereo not given)
[74] CCC(=O)N1CCc2cc(C(=O)N(C)Cc3ccc(C(F)(F)F)cc3)ccc21
[75] CCCNc1nc(-c2ccc3c(c2)C(C)C(=O)N3)cs1 (stereo not given)
[76] CC(=O)Cn1c(CN2CC(C)CC(C)C2)nc2c1c(=O)n(C)c(=O)n2C (stereo not given)
[77] COc1cccc(NC(=O)CN(C)C(C)C(=O)Nc2ccc(Br)cc2)c1 (stereo not given)
[78] COCCCNc1ccn2nccc2n1
[79] Cc1cc(C)n(Cc2cc(C(=O)N3CCCC3c3nccs3)n[nH]2)n1 (stereo not given)
[80] Cc1ccc(OCCNc2cc(N3CCCS3(=O)=O)ccc2F)cc1

assay / compound,73,74,75,76,77,78,79,80
mcGAS inh,-17.0,-13.2,x,0.5,x,x,-6.8,-16.4
hcGAS lum,-7.2,-7.0,-18.6,2.3,-6.0,-2.9,-3.4,-10.0
NPYLR7 agonist,0.0,4.8,10.7,-2.3,0.2,1.9,0.4,-5.2

[81] CC(=O)Nc1ccc(SCc2ccc(C(=O)N3C4CCC3CC(Oc3cccc(C(F)(F)F)c3)C4)cc2)cc1 (stereo not given)
[82] O=C(c1cc(Cl)cc(Cl)c1)N1CCN(C(=O)c2cccs2)CC1
[83] Cc1nn(C)c(C)c1CN(C(=O)[C@@H]1C[C@H]1c1ccccc1)C1CC1
[84] CC(C)(C)n1nc(C(=O)Nc2cccc3c2CCCC3)cc1C1CC1
[85] CC(C)(C)C(=O)COC(=O)CCC(=O)c1cccs1
[86] Cc1cc(C)c(Nc2nnc(SCCC(N)=O)s2)c(Cl)c1
[87] O=C(CSc1nc(=O)n(CCCO)c2c1CCC2)Nc1ccc2c(c1)OCCO2
[88] CC(c1cccs1)N(C)C(=O)c1ccc(OC2CCN(Cc3ccccn3)CC2)cc1 (stereo not given)

assay / compound,81,82,83,84,85,86,87,88
mcGAS inh,-8.4,-5.2,x,-0.3,x,x,-6.5,x
hcGAS lum,-16.2,-15.2,1.2,1.6,-4.0,-4.2,-3.4,-2.5
NPYLR7 agonist,9.5,8.9,-1.7,-0.2,2.4,9.6,-7.3,-8.5

Another view of three compounds above.
| item | Compound | mcGAS inh | hcGAS lum | NPYLR7 agonist |
| --- | --- | --- | --- | --- |
| 21 | C#CCn1c(=NC(=O)c2cc(C)no2)sc2cc(SC)ccc21 | -9.4 | -4.5 | 11.4 |
| 22 | CCC(C(=O)N(CC(=O)Nc1cc(-c2ccccc2)nn1-c1ccc(F)cc1)C(C)C)c1ccccc1 (stereo not given) | 2.9 | 7.1 | x |
| 23 | CC(C)NC(=O)NCc1ccc(C(=O)N(C)Cc2cccs2)cc1 | x | -10.0 | 15.5 |

From PubChem BioAssay
